# VEEV TC-83 Vero = inhibitors of VEEV TC-83 cytopathic effect, confirmation, Vero cells (AID 588727). 350,000 tested, 0.13% active. Vero cells, VEEV TC-83 cytopathic effect inhibition; higher % means a stronger effect. inhibition, % at 20 µM; hits with a dose series show IC50 in µM; in the data active = a potency from the dose series; inconclusive = inhibition mostly from about 14% at the one dose, without a potency; inactive = the rest, 99 in 100 with inhibition below about 12%; also: strong numbers were not always called active
# Salmonella PhoP GFP = PhoP regulon inhibitors, Salmonella typhi PhoP promoter GFP reporter, confirmatory (AID 1850) | Salmonella Typhi PhoP-promoter GFP reporter, fluorescence, 4 h; higher % means a stronger effect | 310,000 tested, 0.33% active | inhibition, % at 50 µM; hits with a dose series show IC50 in µM; in the data active = a potency from the dose series; inconclusive = inhibition mostly from about 25% at the one dose, without a potency; inactive = the rest, 99 in 100 with inhibition below about 19%;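 also: 0% = induced wells with vehicle and 100% = uninduced wells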
# tuberculosis growth = growth inhibition of non-replicating M. tuberculosis (AID 488890). Mycobacterium tuberculosis non-replicating, growth inhibition; higher % means a stronger effect. one-dose inhibition, % at 25 µM; IC50 in µM for titrated hits. 320,000 tested, 0.39% active; in the data active = a potency from the dose series; inconclusive = inhibition mostly from about 82% at the one dose, without a potency; inactive = the rest, 99 in 100 with inhibition below about 76%;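 also: plate controls were DMSO cells for no effect and high antibiotic wells for full effect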
# H37Rv inhibition = M. tuberculosis growth inhibition, HTS (AID 449762). M. tuberculosis H37Rv growth inhibition, 7H9 media; higher % means a stronger effect. one-dose inhibition, % at 25 µM; IC50 in µM for titrated hits. 330,000 tested, 0.59% active; in the data active = a potency from the dose series; inconclusive = inhibition above about 70% without an active follow-up result;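 also: bacterial growth assessed after seven days of incubation; strong numbers were not always called active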
# influenza NS1A = H1N1 influenza NS1A inhibitors, functional cell based assay (AID 504329). NS1A functional cell-based assay, percent inhibition; higher % means a stronger effect. one-dose inhibition, % at 12.5 µM; IC50 in µM for titrated hits. 340,000 tested, 0.3% active; in the data active = a potency from the dose series; inconclusive = inhibition above about 27% without an active follow-up result; also: strong numbers were not always called active
# VEEV TC-83 Vero 10K pilot screen = recorded beside VEEV TC-83 Vero, whose call it bears; inhibition, %; measured here: 10K pilot screen inhibition
# * marks the source's active call; other numbers are inactive results; i = inactive; ? = inconclusive; . = no result given.
# Start of the data: the first 14 compounds as a preview:
SMILES,VEEV TC-83 Vero,Salmonella PhoP GFP,tuberculosis growth,H37Rv inhibition,influenza NS1A,others
CC(NC(=O)CN1c2cccc3cccc(c23)S1(=O)=O)c1ccc(S(N)(=O)=O)cc1 (configuration not stated),5.0%,-5%,2%,-2%,1%,
CC(=O)Nc1ccc(S(=O)(=O)N2CCC(NC(C)=O)(c3cccc(F)c3)CC2)cc1,2.0%,-12%,.,1%,7%,VEEV TC-83 Vero 10K pilot screen=0.4
CC(Oc1ccc(Cl)cc1)C(=O)Nc1ncccn1 (configuration not stated),2.0%,2%,60%,-6%,-11%,
Cc1cccc(OCc2ccc(C(=O)Nc3ccc(F)cc3)cc2)c1,4.4%,-11%,58%,4%,2%,
COc1cc(Cl)c(C)cc1NC(=O)Cn1c(NCCO)nc2ccccc21,0.4%,6%,-5%,7%,15%,
Oc1ccc(-c2n[nH]c(=S)n2-c2ccc3c(c2)OCCO3)c(O)c1,12%,3%,-6%,-8%,-13%,
COc1ccc(NC(=O)c2ccc3c(=O)n(-c4ccc(OC)cc4OC)c(=S)[nH]c3c2)c(OC)c1,2.0%,11%,3%,40%,10%,
CCOc1ccc(OCCC(=O)N(CC)CC(=O)NCc2ccc(Cl)cc2)cc1,2.8%,5%,18%,-2%,-2%,
CN(C(=O)COc1ncnc2sccc12)c1ccccc1,1.7%,1%,2%,6%,8%,
CSc1ccc(Cl)c(C(=O)NCCOc2ccccc2)c1,0.4%,0%,10%,4%,-17%,
Cc1cc(O)c(/C=N/Nc2ccccc2)c(=O)o1,1.9%,5%,-9%,49%,-7%,
CCOC(=O)c1ccc(NC(=O)COC(=O)Cc2csc(-c3ccccc3)n2)cc1,2.2%,-3%,?,17%,-3%,
Cc1ccccc1C(=O)N(CC(=O)Nc1sc(C)c(C)c1C(N)=O)C1CCCC1,3.7%,13%,19%,-1%,15%,
O=C(COC(=O)CNC(=O)c1ccc(Cl)cc1Cl)NC1CC1,1.6%,.,4%,-4%,-1%,

# The list itself, previewed entries included:
SMILES,VEEV TC-83 Vero,Salmonella PhoP GFP,tuberculosis growth,H37Rv inhibition,influenza NS1A,others
CC(NC(=O)CN1c2cccc3cccc(c23)S1(=O)=O)c1ccc(S(N)(=O)=O)cc1 (configuration not stated),5.0%,-5%,2%,-2%,1%,
CC(=O)Nc1ccc(S(=O)(=O)N2CCC(NC(C)=O)(c3cccc(F)c3)CC2)cc1,2.0%,-12%,.,1%,7%,VEEV TC-83 Vero 10K pilot screen=0.4
CC(Oc1ccc(Cl)cc1)C(=O)Nc1ncccn1 (configuration not stated),2.0%,2%,60%,-6%,-11%,
Cc1cccc(OCc2ccc(C(=O)Nc3ccc(F)cc3)cc2)c1,4.4%,-11%,58%,4%,2%,
COc1cc(Cl)c(C)cc1NC(=O)Cn1c(NCCO)nc2ccccc21,0.4%,6%,-5%,7%,15%,
Oc1ccc(-c2n[nH]c(=S)n2-c2ccc3c(c2)OCCO3)c(O)c1,12%,3%,-6%,-8%,-13%,
COc1ccc(NC(=O)c2ccc3c(=O)n(-c4ccc(OC)cc4OC)c(=S)[nH]c3c2)c(OC)c1,2.0%,11%,3%,40%,10%,
CCOc1ccc(OCCC(=O)N(CC)CC(=O)NCc2ccc(Cl)cc2)cc1,2.8%,5%,18%,-2%,-2%,
CN(C(=O)COc1ncnc2sccc12)c1ccccc1,1.7%,1%,2%,6%,8%,
CSc1ccc(Cl)c(C(=O)NCCOc2ccccc2)c1,0.4%,0%,10%,4%,-17%,
Cc1cc(O)c(/C=N/Nc2ccccc2)c(=O)o1,1.9%,5%,-9%,49%,-7%,
CCOC(=O)c1ccc(NC(=O)COC(=O)Cc2csc(-c3ccccc3)n2)cc1,2.2%,-3%,?,17%,-3%,
Cc1ccccc1C(=O)N(CC(=O)Nc1sc(C)c(C)c1C(N)=O)C1CCCC1,3.7%,13%,19%,-1%,15%,
O=C(COC(=O)CNC(=O)c1ccc(Cl)cc1Cl)NC1CC1,1.6%,.,4%,-4%,-1%,
CC1Cc2cc(S(=O)(=O)N3CCN(C)CC3)ccc2N1C(=O)C1CC1 (configuration not stated),i,-16%,8%,0%,4%,
CCN(CC)C(=O)C(=O)c1cn(CC(=O)N2CCc3ccccc3C2)c2ccccc12,2.5%,23%,69%,?,-1%,
CCOc1ccc(N2CC(=O)N(c3ccc(OCC)cc3)CC2=O)cc1,i,-4%,.,-5%,-4%,
CCOc1ccc(NS(=O)(=O)c2ccc(C(=O)NCC(c3ccccc3OC)N3CCCC3)cc2)cc1 (configuration not stated),1.5%,4%,19%,-8%,-3%,
CCCNc1nc(Cl)nc(Nc2ccc(Cl)cc2)n1,0.8%,-4%,45%,-1%,-8%,
COc1cc2c(cc1OC)C(C(=O)N1CCC3(CC1)OCCO3)C(c1ccccc1F)N(C)C2=O (configuration not stated),5.9%,-10%,-2%,-4%,0%,
O=c1[nH]c(=O)n(Cc2ccco2)c(O)c1C=NC1CCN(Cc2ccccc2)CC1,i,10%,0%,0%,.,
CCN(CC)S(=O)(=O)c1cc(C(=O)O)ccc1Cl,3.3%,4%,4%,-10%,-2%,
CCCOc1ccc(N2C(=O)CC(N(CCc3ccc(OC)cc3)C(=O)/C=C/C(=O)O)C2=O)cc1 (configuration not stated),0.7%,12%,-15%,-1%,.,
Cc1cccc(C2c3[nH]c4ccccc4c3CCN2C(=O)c2cc(-c3cccn3C)n[nH]2)n1 (configuration not stated),8.2%,-5%,18%,?,-1%,VEEV TC-83 Vero 10K pilot screen=8.7
CCCC(=O)Nc1nnc(S(=O)(=O)N(CC)c2ccc(OC)cc2)s1,i,0%,11%,6%,-2%,

# Two compounds picked at random from those above:
SMILES,VEEV TC-83 Vero,Salmonella PhoP GFP,tuberculosis growth,H37Rv inhibition,influenza NS1A,others
O=C(COC(=O)CNC(=O)c1ccc(Cl)cc1Cl)NC1CC1,1.6%,.,4%,-4%,-1%,
CC1Cc2cc(S(=O)(=O)N3CCN(C)CC3)ccc2N1C(=O)C1CC1 (configuration not stated),i,-16%,8%,0%,4%,

# (list continues)
SMILES,VEEV TC-83 Vero,Salmonella PhoP GFP,tuberculosis growth,H37Rv inhibition,influenza NS1A,others
CC1(C)CC2CC(C)(CN2C(=O)c2cc(-c3ccc(O)cc3)on2)C1 (configuration not stated),1.2%,-1%,39%,13%,12%,
O=C(COC(=O)c1cccs1)NCCC1=CCCCC1,1.1%,-2%,i,10%,8%,
Cc1ccc(Cn2nnnc2CN2CCC(O)(c3ccc(F)cc3)CC2)cc1,0.9%,-9%,22%,-1%,4%,
COc1cc(/C=N/NC(=O)c2ccncc2)ccc1OC(=O)c1ccccc1Cl,2.8%,0%,?,?,-3%,
Cc1cc(-n2cccn2)ccc1CN1CCN(C2CCCC2)C(CCO)C1 (configuration not stated),i,7%,42%,-3%,1%,
NC1=NC(=O)/C(=C\c2ccco2)S1,1.9%,-13%,-6%,-8%,-28%,
O=C(OCC(=O)N1CCCCCC1)c1ccc[nH]c1=O,i,.,-9%,3%,-3%,
Nn1c(COc2ccccc2)nnc1SCc1cc(=O)[nH]c2ccccc12,i,-2%,0%,-5%,5%,
Cc1cc(NC(=O)COC(=O)c2c(C)nn(Cc3ccccc3Cl)c2C)no1,0.8%,-8%,-5%,-3%,3%,
O=[N+]([O-])c1cccc(/C=N/N2CCN(c3ccccn3)CC2)c1,1.1%,-9%,-26%,0%,12%,
COc1cccc(/C=N/NC(=O)c2ccc(=O)n(C)c2)c1OC,0.7%,-9%,-4%,1%,-7%,
Cc1ccccc1NC(=O)CSC1=C(C#N)C(c2ccsc2)CC(=O)N1 (configuration not stated),1.1%,6%,2%,-8%,-11%,
COc1cccc(/C=C(/C(=O)OCC(N)=O)c2ccccc2)c1,0.6%,0%,17%,-1%,7%,
CCOc1ccc(C(=O)COC(=O)CN2C(=O)NC3(CCCCC3C)C2=O)cc1 (configuration not stated),1.2%,.,-10%,-7%,0%,
COc1cc(-c2csc(C)n2)ccc1O,3.3%,3%,2%,2%,3%,VEEV TC-83 Vero 10K pilot screen=2.2
COc1ccc(CNC(=O)CCSCc2cccc(F)c2)cc1,1.4%,5%,26%,2%,-22%,
CCn1c(CSc2nc3ccccc3s2)nnc1SCC(=O)c1ccc(Cl)cc1,4.5%,-2%,8%,-7%,-18%,
CCn1cc([C@@H]2C[C@H]3CN(Cc4cccc(Cl)c4)C(=O)[C@]34CCCN24)c(C)n1,i,-8%,22%,-4%,1%,
O=C(/C=C/c1ccccc1Cl)NCCN1CCOCC1,0.6%,7%,0%,-9%,0%,
COc1ccc(C)cc1NC(=O)C1CCCN(S(=O)(=O)c2cccc3nonc23)C1 (configuration not stated),0.7%,8%,2%,-4%,6%,
O=C(N/N=C/c1ccc(O)c(O)c1)c1cccc(S(=O)(=O)N2CCCCC2)c1,0.1%,-3%,-5%,-8%,-3%,
COc1ccc(C(CNC(=O)c2oc3cc(Br)ccc3c2C)N2CCCCC2)cc1 (configuration not stated),3.1%,-4%,67%,?,-5%,
CCCC(c1nnnn1Cc1cccs1)N1CCN(c2nc3ccccc3s2)CC1 (configuration not stated),4.9%,-5%,33%,1%,5%,
COc1ccc(NS(=O)(=O)c2ccc(NS(=O)(=O)c3cccc(C(=O)O)c3)cc2)cc1,0.2%,-1%,0%,-8%,-5%,
COc1ccc(N2CC(C(=O)N3CCN(c4ccccc4F)CC3)CC2=O)cc1 (configuration not stated),2.4%,12%,8%,4%,2%,
# Remaining list, next part.
SMILES,VEEV TC-83 Vero,Salmonella PhoP GFP,tuberculosis growth,H37Rv inhibition,influenza NS1A,others
Cc1ccc(S(=O)(=O)N(CC(=O)Nc2ccc(C)c(Cl)c2)C(=O)N2CCN(C)CC2)cc1,3.1%,.,.,.,-3%,
CCOc1ccccc1Nc1nnc(SCc2ccc(C(=O)OC)o2)s1,1.3%,6%,37%,-6%,6%,
O=C(CCCCn1c(=O)[nH]c2ccsc2c1=O)NCc1ccc2c(c1)OCO2,0.3%,4%,-25%,-2%,13%,VEEV TC-83 Vero 10K pilot screen=0.8
CCOc1ccc(C(CC(=O)O)NC(=O)C(CC)c2ccccc2)cc1 (configuration not stated),1.1%,-11%,-6%,-3%,-10%,
CCOc1ccc(C(=O)NC2CC3CCCC(C2)N3CC(C)C)cc1 (configuration not stated),0.9%,5%,-8%,2%,-4%,
NC(=O)Cn1cnc2c(nnn2-c2cccc(Cl)c2)c1=O,0.7%,5%,-9%,-5%,-1%,
CCC(C)(C)n1nnnc1C(c1ccc(O)cc1)N1CCc2ccccc2C1 (configuration not stated),2.0%,2%,18%,5%,13%,
CCOC(=O)c1ccc(S(=O)(=O)NNC(=O)COc2ccccc2C)cc1,0.8%,-8%,-17%,-26%,-5%,
Nc1c(/C=C2/C=CC(=O)C(O)=C2)c(=O)nc2sc(CC(=O)N3CCCC3)nn12,1.4%,4%,-1%,8%,2%,
Cc1nc2ncccn2c1-c1csc(Nc2ccccc2)n1,12%,-4%,64%,11%,3%,
O=C(CSCC(=O)N1CCCc2ccccc21)Nc1nc(-c2ccccc2)cs1,7.1%,0%,6%,-6%,-30%,
COc1cccc(O)c1CN1CCC(C(=O)Nc2ccc(-c3cccc(C)c3)cc2)CC1,i,-6%,?,?,4%,
CCOc1ccc(-n2c(SCC(=O)NCc3ccco3)nnc2-c2c[nH]c3ccccc23)cc1,8.9%,0%,23%,-2%,-12%,
CCN1C(=NCCN2CCOCC2)N[C@@H](c2ccccc2)C(C(=O)OC)=C1C,0.4%,-1%,12%,-4%,7%,
C[C@H](NC(=O)c1nc[nH]c1C(=O)NCCCCCN)C(=O)OC(C)(C)C,i,-1%,-11%,-6%,-2%,
Cc1nc(-c2nnc(SCC(=O)Nc3ccc(Cl)cc3)n2C)cs1,0.7%,-6%,58%,2%,-23%,
CCN(CC)c1ccc(/C=N/N2CCN(Cc3ccc(Cl)cc3)CC2)c(O)c1,3.0%,-2%,1%,1%,28%,
Cn1nc(C(=O)OCC(=O)N2CCc3ccccc32)c2ccccc2c1=O,2.6%,-5%,-6%,7%,13%,
